PfHsp40 yeast: rescue of yeast from PfHsp40 toxicity, primary screen, S. cerevisiae, ATP luminescence; 340,000 tested, 0.68% active; AID 504582, 2011; S. cerevisiae expressing PfHsp40, growth rescue; growth rescue, % at 12.5 µM; in the data active means growth rescue above about 28%, passing the limit was not always enough; inconclusive means no clear call, values can overlap the other calls;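 further: yeast W303a lacking pdr1 and pdr3 grown in galactose medium; growth measured after three days at 30 °C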
BoNT-F LC inh: BoNT/F light chain protease inhibitors, primary screen, biochemical, flow cytometry, MLPCN library. Botulinum neurotoxin type F light chain protease (Clostridium botulinum). Multiplex microsphere protease cleavage assay. inhibition, % at 10 µM. 360,000 tested, 0.22% active. AID 588497, 2011; in the data active means inhibition above about 35%, passing the limit was not always enough; inconclusive means no clear call, values can overlap the other calls; further: plate controls were buffer without enzyme for full effect and enzyme alone for no effect
BoNT A protease: BoNT/A light chain protease inhibitors, primary screen, biochemical, flow cytometry, MLPCN library. 360,000 tested, 0.17% active. Botulinum neurotoxin type A light chain protease (Clostridium botulinum A str. ATCC 3502). multiplex microsphere protease substrate cleavage. inhibition, % at 10 µM; further: plate controls were buffer without enzyme for full effect and enzyme alone for no effect
CCHFV vOTU inh: CCHFV vOTU protease inhibitors, primary screen, biochemical, Pep-AMC substrate, fluorescence | 370,000 tested, 0.55% active | inhibition, % at 11.5 µM; in the data active means inhibition above about 30%; further: 0% = vehicle wells with enzyme and 100% = no enzyme wells
FadD28 FP inh: inhibitors of FadD28 bisubstrate probe binding, primary screen, biochemical, fluorescence polarization, single point; Mycobacterium tuberculosis FadD28 fatty-acid-AMP ligase; inhibition, % at 12.5 µM; 360,000 tested, 0.22% active; in the data active means inhibition above about 8.5%, passing the limit was not always enough; inconclusive means no clear call, values can overlap the other calls
TcdB GH inh: TcdB glycohydrolase inhibitors, primary screen, biochemical, single point, plate reader; 350,000 tested, 0.24% active; inhibition, % at 9.99 µM; TcdB glycohydrolase enzymatic assay; in the data active means inhibition above about 10%
Anthrax LF prot: Bacillus anthracis LF protease inhibitors, primary screen, biochemical, multiplex microsphere, MLPCN library | Lethal factor (Bacillus anthracis), P15917 | multiplex microsphere protease cleavage assay | inhibition, % at 10 µM | 360,000 tested, 0.12% active | AID 588501, 2011; further: plate controls were buffer without enzyme for full effect and enzyme alone for no effect
Target sequence (P15917 whole entry, looked up): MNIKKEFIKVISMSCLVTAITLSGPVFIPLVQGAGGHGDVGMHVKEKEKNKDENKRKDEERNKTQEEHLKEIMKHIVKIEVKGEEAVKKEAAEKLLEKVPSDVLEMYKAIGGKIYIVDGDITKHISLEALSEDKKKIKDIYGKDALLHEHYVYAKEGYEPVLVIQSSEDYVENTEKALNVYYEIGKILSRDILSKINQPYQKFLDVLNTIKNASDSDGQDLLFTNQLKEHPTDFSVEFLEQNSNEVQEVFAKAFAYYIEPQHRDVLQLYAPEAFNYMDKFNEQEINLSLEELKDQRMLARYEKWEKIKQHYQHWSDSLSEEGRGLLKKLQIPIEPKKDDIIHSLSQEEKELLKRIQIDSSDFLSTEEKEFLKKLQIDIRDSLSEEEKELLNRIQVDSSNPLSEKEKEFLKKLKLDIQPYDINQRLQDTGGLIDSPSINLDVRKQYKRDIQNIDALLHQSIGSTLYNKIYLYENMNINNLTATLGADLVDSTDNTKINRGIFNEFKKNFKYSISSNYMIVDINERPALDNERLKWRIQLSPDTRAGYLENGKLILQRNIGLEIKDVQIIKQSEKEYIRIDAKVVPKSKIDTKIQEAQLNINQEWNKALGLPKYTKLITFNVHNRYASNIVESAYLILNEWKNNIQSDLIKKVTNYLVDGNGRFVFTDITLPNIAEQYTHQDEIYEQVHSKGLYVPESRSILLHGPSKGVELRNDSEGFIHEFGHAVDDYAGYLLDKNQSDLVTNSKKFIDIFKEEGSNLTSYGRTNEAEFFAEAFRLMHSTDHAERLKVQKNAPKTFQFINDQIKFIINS
Y pestis TopoI: Yersinia pestis topoisomerase I inhibitors, primary screen, biochemical, cleavage product accumulation, plate reader, single point; 360,000 tested, 0.064% active; Y. pestis Topo-I cleavage product accumulation; activity, % at 10 µM; AID 504884, 2011; DNA topoisomerase I (Yersinia pestis CO92); in the data active means activity above about 50%, passing the limit was not always enough; inconclusive means no clear call, values can overlap the other calls; further: inactives centre near 2
PrPC TRFRET: inhibitors of human cell surface prion protein PrPC, primary screen, cell-based, TR-FRET | 370,000 tested, 0.43% active | inhibition, % at 13.8 µM | AID 720596, 2013 | TR-FRET read-out; in the data active means inhibition above about 24%; further: 0% = median of the test wells and 100% = reference compound wells
* hit, by the source's call; u = inconclusive; x = no result given. Unless noted, no stated cut-off is given here; in the data, active means inhibition above about 30%; inconclusive means no clear call, values can overlap the other calls; inactive means below that.

| SMILES | BoNT A protease | BoNT-F LC inh | TcdB GH inh | CCHFV vOTU inh | PfHsp40 yeast | Anthrax LF prot | FadD28 FP inh | PrPC TRFRET | Y pestis TopoI |
| --- | --- | --- | --- | --- | --- | --- | --- | --- | --- |
| CSc1ccccc1NC(=O)COC(=O)CCc1ccccc1 | -1.4 | -3 | 2.0 | -5 | -0.4 | -1 | -2.2 | 8 | 9 |
| Cc1ccc(CNS(=O)(=O)c2cc3c(cc2C)NC(=O)CO3)cc1 | 0.0 | -1 | -0.1 | 4 | 1.5 | -5 | -4.1 | 0 | -4 |
| Cc1ccc(C(=O)CSc2nnc(-c3ccncc3)n2C)cc1 | 0.5 | -4 | 0.5 | 12 | -0.6 | -4 | -4.1 | -3 | 4 |
| COc1ccc(-c2cc(CNS(=O)(=O)c3ccc(F)cc3)on2)cc1 | 1.7 | -1 | 0.9 | 4 | -0.7 | 1 | -2.6 | 3 | -6 |
| Cc1cccc2sc(NNC(=O)c3ccc(S(=O)(=O)N4CCc5ccccc5C4)cc3)nc12 | -0.4 | -7 | 1.0 | 8 | 410* | -1 | 2.8 | 3 | 26 |
| COc1ccc(CN(C(=S)Nc2ccccc2)C2CC(=O)N(c3ccc(F)cc3)C2=O)cc1 (stereo not drawn) | -1.3 | -39 | x | 5 | -0.4 | -20 | -5.7 | 0 | -12 |
| Cc1cc(C)nc(NS(=O)(=O)c2ccc(NC(=O)C3CC(=O)N(c4ccccc4)C3)cc2)n1 (stereo not drawn) | -0.4 | -8 | 1.2 | -4 | -1.0 | -3 | -3.3 | -2 | 1 |
| CN1CCCN(C(=O)COc2ccccc2Br)CC1 | -0.7 | 1 | 1.7 | 27 | -0.4 | -2 | -0.9 | -1 | -12 |
| N=C1c2ccccc2CN1NC(=O)C1CC1 | -1.7 | -31 | x | -16 | 0.0 | -1 | 0.9 | 5 | 4 |
| CC(C)(C)c1nc(CN2CCOCC2)ccc1O | 2.2 | 2 | x | 9 | 0.7 | -2 | -0.7 | 0 | 2 |
| CC(NC(=O)NCC1CCCO1)(C(F)(F)F)C(F)(F)F (stereo not drawn) | -3.7 | -38 | x | 4 | -1.5 | -45 | -0.6 | -9 | 3 |
| CN(C(=O)Cn1cccc1C1=NC(c2ccccc2)CO1)c1ccccc1 (stereo not drawn) | 0.4 | -1 | 1.2 | 1 | 1.0 | 0 | -2.1 | -4 | 7 |
| COc1ccc(CNC(=O)CCSCc2cccc(Cl)c2)c(OC)c1 | -0.3 | 2 | -0.3 | 6 | 2.8 | -1 | -2.6 | 1 | 47 |
| O=c1n(Cc2ccc(F)cc2)nc2n1-c1ccccc1SC2 | -0.4 | -12 | 1.6 | -5 | 1.4 | -10 | -1.2 | 1 | 0 |
| CCCCN1C(=O)C(NC(=O)C2CC2)(C(F)(F)F)C2=C1CC(C)(C)CC2=O (stereo not drawn) | 0.4 | -6 | x | 0 | -1.0 | 3 | 1.2 | -1 | -1 |
| Cc1onc(C(=O)N2CCN(Cc3ccccc3)CC2)c1[N+](=O)[O-] | 0.5 | -3 | 0.8 | -2 | -1.3 | -10 | -3.6 | -6 | 12 |
| COc1c2c(nc3occc13)C(CC=C(C)C)(OC)C(=O)C=C2 (stereo not drawn) | -3.2 | -19 | 2.7 | 6 | -0.7 | -14 | 0.5 | -1 | 4 |
| CCOC(CNC(=O)C(=O)Nc1cc2c3c(c1)CC(=O)N3CCC2)OCC | -0.5 | -2 | 2.0 | 11 | 1.4 | -2 | 1.5 | 1 | 0 |
| Cc1ccc(CCNC(=O)c2cc(-c3ccncc3)nc3ccccc23)cc1 | 0.5 | -5 | 0.8 | 7 | -0.6 | -3 | -4.1 | 0 | 26 |
| CCCC(=O)N(Cc1cc2cc(OC)ccc2[nH]c1=O)c1ccc(OC)cc1 | -0.5 | -6 | 0.3 | -21 | x | 1 | 0.0 | 2 | 16 |
| COc1ccc(/C=N/n2cnnc2SCc2ccc(OC)cc2)cc1 | -0.4 | -2 | x | 12 | 2.4 | -1 | -4.1 | 8 | 7 |
| COc1cccc(CNC(=O)Cn2cccc2C(=O)c2ccccc2C)c1 | 1.3 | 2 | 1.4 | 3 | 0.2 | -3 | -23 | 3 | 16 |
| Cc1ccc(C)c(S(=O)(=O)N2CCN(CC(=O)NC(=O)NCc3ccccc3)CC2)c1 | -0.6 | -6 | x | 1 | 0.7 | -5 | -2.5 | -1 | -1 |
| O=C(CCCc1cccs1)Nc1nc2c(s1)CCCC2 | 2.4 | 1 | x | -7 | 0.3 | 6 | 0.3 | 17 | -7 |
| CCCCn1c(SCC(N)=O)nc2ccc(N3CCOCC3)cc2c1=O | -1.2 | -1 | x | -21 | 0.7 | -16 | -1.5 | -3 | 4 |
| Cc1ccc(NC(=O)C2CCCC2)cc1Cl | -0.2 | 2 | 1.8 | -1 | -0.3 | 0 | 2.0 | 0 | 1 |
| CCOC(=O)N1CCN(C(=O)CN(c2cccc(C(F)(F)F)c2)S(C)(=O)=O)CC1 | 0.1 | -3 | x | -15 | 1.6 | 0 | -3.5 | 1 | -9 |
| COc1cc(S(=O)(=O)N2CCCN(C)CC2)ccc1NC(C)=O | 0.9 | 7 | -0.2 | 3 | -0.4 | -1 | -2.6 | -4 | 8 |
| Cc1ccc(C(=O)NCC(=O)OCc2nc3ccsc3c(=O)[nH]2)cc1C | -0.7 | 2 | 1.1 | 3 | x | -6 | 0.1 | -4 | 3 |
| O=C(Cn1nnc(-c2ccccc2)n1)OCc1ccccc1 | -0.7 | -11 | x | 3 | 1.4 | -4 | -4.0 | -3 | 18 |

Continued; it opens with the 3 that closed the last part.
| SMILES | BoNT A protease | BoNT-F LC inh | TcdB GH inh | CCHFV vOTU inh | PfHsp40 yeast | Anthrax LF prot | FadD28 FP inh | PrPC TRFRET | Y pestis TopoI |
| --- | --- | --- | --- | --- | --- | --- | --- | --- | --- |
| COc1cc(S(=O)(=O)N2CCCN(C)CC2)ccc1NC(C)=O | 0.9 | 7 | -0.2 | 3 | -0.4 | -1 | -2.6 | -4 | 8 |
| Cc1ccc(C(=O)NCC(=O)OCc2nc3ccsc3c(=O)[nH]2)cc1C | -0.7 | 2 | 1.1 | 3 | x | -6 | 0.1 | -4 | 3 |
| O=C(Cn1nnc(-c2ccccc2)n1)OCc1ccccc1 | -0.7 | -11 | x | 3 | 1.4 | -4 | -4.0 | -3 | 18 |
| COc1cc(C2NC(=O)NC(C)=C2C(=O)OC(C)(C)C)ccc1OCC(=O)O (stereo not drawn) | -1.0 | -7 | x | -11 | 1.4 | -5 | -3.5 | -2 | -3 |
| CCN(CC)CCn1c(NCc2cc(OC)ccc2OC)nc2ccccc21 | -0.5 | -14 | x | 1 | 0.7 | -3 | -0.3 | -11 | 4 |
| CNCc1ccccc1Sc1cccc2ccccc12 | 0.3 | -15 | x | -9 | -0.3 | -2 | -0.9 | 2 | 14 |
| O=C(Nc1ccc(C(=O)O)cc1)Nc1cccc2ccccc12 | 0.8 | -1 | -1.3 | 1 | -1.1 | 1 | -5.7 | -4 | -8 |
| Cc1cc(=O)oc2cc(OCC(=O)OCC(=O)Nc3ccc(C(C)C)cc3)ccc12 | -0.8 | -4 | 0.5 | 7 | 1.4 | -2 | -2.2 | 1 | 1 |
| CC(=O)c1cc2c(=O)c3ccccc3oc2nc1C | 0.0 | 4 | x | -8 | 0.4 | -6 | -1.3 | -1 | -4 |
| CN(CC(=O)Nc1n[nH]c(=S)s1)S(=O)(=O)c1cccc2cccnc12 | -1.7 | 10 | 1.6 | -14 | 0.5 | 0 | -0.8 | 8 | 4 |
| O=C(CN1C(=O)NC(Cc2ccccc2)C1=O)Nc1ccccc1F (stereo not drawn) | 0.6 | 6 | 0.1 | 5 | 0.2 | 0 | x | 2 | -1 |
| c1csc(C2Nc3ccccc3-c3nc4ccccc4n32)c1 (stereo not drawn) | -0.6 | -14 | x | -295 | 0.4 | 0 | -0.6 | 2 | -7 |
| COc1ccc(CCNC(=O)CN2CCN(c3cccc(Cl)c3)CC2)cc1OC | -0.3 | -12 | x | 4 | 1.0 | -8 | -3.9 | 0 | 15 |
| CC(C)(C)NC(=O)CSc1nnc(NC(=O)c2ccccc2Cl)s1 | -0.7 | 1 | -0.4 | -1 | -0.4 | 14 | -2.3 | 4 | 17 |
| CN1CCc2nc(SCc3cccc(Br)c3)c(C#N)cc2C1 | 0.7 | -11 | 0.9 | 1 | 0.8 | 0 | -13 | -5 | 4 |
| O=C(COC(=O)C1CC1)Nc1ncc(Cl)cc1Cl | -1.3 | -1 | -1.1 | -5 | 1.1 | 4 | -2.0 | -2 | 0 |
| Cc1cc(C)c(C)c(S(=O)(=O)N2CCN(c3ncnc4ccccc34)CC2)c1C | 1.0 | 2 | -6.0 | -2 | 0.2 | 8 | -0.7 | 2 | -12 |
| CS(=O)(=O)c1ccc(NC(=O)c2cc3c(cc2Cl)N2CCCCCC2=NS3(=O)=O)cc1 | 0.4 | -1 | 0.9 | -4 | -0.4 | -5 | -0.2 | 2 | 1 |
| Cc1nn(C)c(C)c1NS(=O)(=O)c1ccc(OC(F)(F)F)cc1 | -3.1 | -6 | 1.9 | 6 | -0.3 | -7 | -1.9 | 4 | 1 |
| COC(=O)c1ccc(/C=N\N2CCN(Cc3ccc(C)cc3)CC2)cc1 | u | -3 | 0.5 | -6 | 2.0 | -8 | -1.5 | -4 | 3 |
| COCCN(CC(=O)Nc1cccc(C)c1C)C(=O)c1ccc2ccccc2n1 | 1.3 | 1 | 1.6 | 10 | 3.9 | 9 | -2.2 | 1 | 2 |
| CCN(CC)CCCNC(=O)Cn1ncc2c(=O)oc3ccc(C)cc3c21 | -0.2 | 4 | -2.5 | 11 | 0.6 | 4 | -3.2 | 4 | -2 |
| OC(COc1ccccc1)Cn1cc(Br)cn1 (stereo not drawn) | -0.5 | -15 | x | -5 | 0.8 | -2 | -3.4 | 3 | 4 |
| Cn1c(=O)c(=O)n(C)c2cc(S(=O)(=O)N3CCC(N4CCCCC4)CC3)ccc21 | 0.4 | 3 | x | 3 | -0.5 | -13 | -0.4 | -10 | 3 |
| COc1ccc(NC(=O)/C=C2\SC(=O)NC2=O)cc1 | -0.6 | -6 | -0.3 | 2 | 0.4 | 4 | -0.7 | -11 | 14 |

Two entries from above, set out differently:
Under each structure – BoNT A protease | BoNT-F LC inh | TcdB GH inh | CCHFV vOTU inh | PfHsp40 yeast | Anthrax LF prot | FadD28 FP inh | PrPC TRFRET | Y pestis TopoI
> Cc1ccc(NC(=O)C2CCCC2)cc1Cl
 : -0.2 | 2 | 1.8 | -1 | -0.3 | 0 | 2.0 | 0 | 1
> CCOC(=O)N1CCN(C(=O)CN(c2cccc(C(F)(F)F)c2)S(C)(=O)=O)CC1
 : 0.1 | -3 | x | -15 | 1.6 | 0 | -3.5 | 1 | -9

Assay outcomes (PubChem)
